TSHR antagonist – blocks TSH signaling through the human TSH receptor | 330,000 tested, 0.2% active | P16473 | activity change, negative = inhibition, % at 11.5 µM | TSHR-expressing cells, TSH-stimulated cAMP HTRF, 2 h; stronger effect = lower value;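 active = activity change below a set negative limit, meaning inhibition stronger than a set level, cut at about -70% in these data; inconclusive = activity change between two set negative limits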; also: % is scaled to controls: 0 for no effect and ±100 for the full control effect
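Freshly harvested TSHR cells receive pin-tooled compound, then EC80 TSH at 4nM final. After 2 hours at 37 deg C, antibody in lysis buffer and cAMP-d2 are added; 30 minutes at ambient temperature precede the HTRF read.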
a7 integrin act – activates integrin-mediated alleviation for muscular dystrophy | AID 624291 | 350,000 tested, 0.064% active | Potency, µM (doses to about 38.3 µM), inactives show at the top dose activation, hits mostly activators | alpha7betagal myoblasts, beta-gal FDG fluorescence, 48 h;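 also: potency is read from the fitted curve at half-maximal effect; 100% = response of the positive control SU9516; nearly all actives have a fitted effect of over 60% in size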
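Alpha7betagal+/- myoblasts (passage 13) were plated 16-24 hr, then exposed to compounds (1:260 dilution of DMSO stock) for 48 hours at 37C. After MPER lysis, β-galactosidase reporter activity was read as FDG fluorescence (ex 480/em 540) after 30 minutes.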
S-ASM inh – inhibitors of human secretory acid sphingomyelinase; Potency, µM (doses to about 57.5 µM), for the others: at the highest dose activity change, negative = inhibition, actives largely listed as inhibitors; 340,000 tested, 0.006% active; placental ASM, HMU-PC fluorogenic substrate, 60 min; P17405; also: potency is read from the fitted curve at half-maximal effect
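Fluorogenic HMU-PC substrate (9 uM final) is turned over by placental ASM in 60 min at 37 C after a 10 min compound preincubation. Reaction ended by alkaline stop (pH 10), with fluorescence read at 386/447 nm.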
TSG101-PTAP inh – blocks PTAP/TSG101 interaction to inhibit HIV-1 budding. Q99816. Potency, µM (doses to about 115 µM), without a hit: top-dose activity change, negative = inhibition, most hits filed as inhibitors. Fluorescence polarization, FITC-PTAP peptide / Tsg101 binding. 340,000 tested, under 10 active. AID 493005; active = well fitted inhibition curve with a large enough effect in the main read-out, with a control signal flat, not every such curve was filed as active; inconclusive = small, poorly fitted or top-dose-only effect, or effect the other way, or a change in a side signal; inactive = no such curve, though single readings can be large or run the other way; also: potency is read from the fitted curve at half-maximal effect; % of control where 0% means no effect
Target sequence (Q99816 whole entry, looked up): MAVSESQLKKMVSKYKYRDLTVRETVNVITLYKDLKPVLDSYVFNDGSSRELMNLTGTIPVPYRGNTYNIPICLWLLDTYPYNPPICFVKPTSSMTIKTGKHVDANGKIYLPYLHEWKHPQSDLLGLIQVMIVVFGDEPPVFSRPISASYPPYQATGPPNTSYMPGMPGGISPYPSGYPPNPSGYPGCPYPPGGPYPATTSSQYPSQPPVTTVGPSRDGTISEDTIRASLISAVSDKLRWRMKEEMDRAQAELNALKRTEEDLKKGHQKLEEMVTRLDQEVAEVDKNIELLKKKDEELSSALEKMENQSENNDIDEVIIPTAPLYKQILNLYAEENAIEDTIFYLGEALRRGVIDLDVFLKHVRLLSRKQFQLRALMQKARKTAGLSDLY
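Tsg101 binding domain (10 uM final) was mixed with compound and a FITC-labeled PTAP peptide (50 nM final) in HEPES pH 7.5 buffer with NaCl, Tween 20, EDTA and TCEP; fluorescence polarization was read after 20 min at r.t.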
BCR signal inh – chronic active BCR signaling inhibition; ABC-DLBCL IkBa-CBG/CBR reporter, luminescence ratio, 4 h; Potency, µM (doses to about 46.1 µM), without a hit: at the highest dose ratio change, negative = lower green/red ratio, actives largely listed as inhibitors; 340,000 tested, 0.05% active; AID 493014; active = well fitted inhibition curve with a large enough effect in the signal ratio, with a control signal flat, not every such curve was filed as active; inconclusive = small, poorly fitted or top-dose-only effect, or effect the other way, or a change in a side signal; the % refers to the signal ratio;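 also: potency is read from the fitted curve at half-maximal effect; plate controls were basal doxycycline-induced cells for no effect and cells given 10 µM MG132 for full effect; MG132 reads +100%, hits lower the ratio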
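TMD8 human ABC-DLBCL cells with doxycycline-inducible IκBα–green luciferase fusion and unfused red luciferase, in 0.5% FBS medium; compounds up to 46 uM, 4 h at 37C. Green/red luminescence ratio, filter-overlap corrected, fitted to concentration-response curves.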
Tb PFK block – inhibitors of T. brucei phosphofructokinase; AID 485367; O15648; Potency, µM (titrated, usually from 57.5 µM), for inactives: at the highest dose activity, negative = inhibition, hits mostly inhibitors; 330,000 tested, 0.17% active; T. brucei PFK, ADP-Glo luminescence;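 also: potency is read from the fitted curve at half-maximal effect; 0% = uninhibited 1x PFK enzyme wells and -100% = no-enzyme wells; nearly all actives have a fitted effect of over 60% in size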
Target sequence (O15648 whole entry, looked up): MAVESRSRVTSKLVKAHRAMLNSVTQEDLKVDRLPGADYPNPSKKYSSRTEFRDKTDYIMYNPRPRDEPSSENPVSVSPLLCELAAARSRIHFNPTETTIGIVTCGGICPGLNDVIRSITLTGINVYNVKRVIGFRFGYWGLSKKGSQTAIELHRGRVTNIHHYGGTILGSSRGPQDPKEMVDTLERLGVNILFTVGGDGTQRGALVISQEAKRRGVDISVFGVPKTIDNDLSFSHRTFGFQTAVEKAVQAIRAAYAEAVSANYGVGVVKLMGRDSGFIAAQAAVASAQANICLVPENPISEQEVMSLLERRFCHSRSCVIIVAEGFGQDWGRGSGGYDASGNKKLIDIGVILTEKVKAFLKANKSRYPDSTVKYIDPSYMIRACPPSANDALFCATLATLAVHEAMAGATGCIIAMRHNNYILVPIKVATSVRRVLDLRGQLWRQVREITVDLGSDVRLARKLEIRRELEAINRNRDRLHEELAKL
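PFK 1.25 nM, F6P 0.5 mM, ATP 0.1 mM, 0.1 M TEA pH 8.0, 5 mM MgCl2, 0.01% Tween20, 0.1% BSA; 45 min RT. ADP-Glo readout. qHTS titration up to 57 uM; curves fitted, compounds curve-classed.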
Eya2 phos inh – blocks the phosphatase activity of human Eya2; O00167; recombinant Eya2, OMFP fluorescence dephosphorylation (OMFP is methylfluorescein phosphate); Potency, µM (highest dose often 76.9 µM), for inactives: at the highest dose activity, negative = inhibition, hits mostly inhibitors; 330,000 tested, 0.006% active; AID 488837; also: potency is read from the fitted curve at half-maximal effect; % is scaled to controls: 0 for no effect and ±100 for the full control effect
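Eya2 protein (added as 0.2 uM solution) was preincubated with compound for 10 min at ambient temperature in 50 mM HEPES pH 7.5, 50 mM NaCl, 5 uM MgCl2, 0.05% BSA, 1 mM DTT. OMFP (added at 50 uM) then reacted 10 min; fluorescence read at 485/525 nm.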
ELG1 repair inh – blocks ELG1-dependent DNA repair in HEK293T cells; Potency, µM (top dose mostly 46.1 µM), for inactives: top-dose activity change, negative = inhibition, hits mostly inhibitors; HEK293T ELG1-luciferase reporter, luminescence, 16 h; DNA damage induced by 5-fluorouridine; 330,000 tested, 2.3% active; also: potency is read from the fitted curve at half-maximal effect; % is scaled to controls: 0 for no effect and ±100 for the full control effect; nearly all actives have a fitted effect of over 55% in size
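5-Fluorouridine DNA damage + compound/DMSO, 2,000 cells/well, 16 h, 37 °C/5% CO2. ONE-Glo, 30 min RT, luminescence. Readout = decrease in reporter signal.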
TCR act – activators of T cell receptors. primary human leukocytes, anti-CD3, IL-2 HTRF, 48 h. Potency, µM (titrated, usually from 9.22 µM), without a hit: top-dose activation of IL-2 secretion, hits mostly activators. 330,000 tested, under 10 active. AID 504894; also: % of control where 0% means no effect
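Primary human leukocytes incubated 48 hr with anti-CD3 beads plus compound, without co-stimulation. Secreted IL-2 measured by HTRF (europium cryptate/d2 anti-IL-2 pair, 320 nm excitation, 665 nm emission).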
Mito fusion act – inhibitors of mitochondrial division or activators of mitochondrial fusion; S. cerevisiae fusion-defective mutant growth rescue, CellTiterGlo 48 h; Potency, µM (highest dose often 46.1 µM), without a hit: at the highest dose growth rescue (activation), usual class: activators; 320,000 tested, 0.23% active;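 also: potency is read from the fitted curve at half-maximal effect; % of control where 0% means no effect; nearly all actives have a fitted effect of over 45% in size; temperature-sensitive fusion mutants such as fzo1-1 at 37 °C on non-fermentable ethanol glycerol medium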
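Compounds are tested for their ability to restore growth of mitochondrial fusion-defective yeast strains at non-permissive 37C in YPEG medium over 48 hours. Viability is quantified by luciferase luminescence.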
AT treatment – potential ataxia-telangiectasia treatments restoring KAP-1 phosphorylation. AID 485349. Potency, µM (doses to about 57.5 µM), inactives show at the highest dose activation, most hits filed as activators. 320,000 tested, 0.19% active. […] A-T fibroblasts, KAP-1 phosphorylation AlphaLISA; neocarzinostatin DNA damage 30 min before lysis; also: potency is read from the fitted curve at half-maximal effect; % of control where 0% means no effect; nearly all actives have a fitted effect of over 45% in size
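ATM-like activity read as KAP-1 phosphorylation via AlphaLISA donor/acceptor antibody pairs after lysis and 6 hr at 25C. Cells were ATM-null patient fibroblasts ([…], hTERT), dosed 60 min, then exposed to the DSB inducer NCS for 30 min.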
Active calls of the source: *; u = inconclusive; x = not tested or not shown; [ ] = remark or other dose. Unless noted, calls follow the shape of the dose curve; as a rule, active = well fitted curve in the direction sought with a large enough effect; inconclusive = small, poorly fitted or top-dose-only effect, or another doubt; inactive = no such curve, though single readings can be large; an effect the other way counts as inactive or inconclusive. Outcome played no part in choosing rows; 3.2% or so of the library scored in one or more.

SMILES	TSHR antagonist	a7 integrin act	S-ASM inh	TSG101-PTAP inh	BCR signal inh	Tb PFK block	Eya2 phos inh	ELG1 repair inh	TCR act	Mito fusion act	AT treatment
COc1ccc(C(=O)COC(=O)C2CCN(c3ccc(C(F)(F)F)cn3)CC2)c(OC)c1	-16.8	-15.2%	-5.7%	5.0%	u	-6.3%	-24.6%	-3.1%	-6.2%	6.6%	x
CCN(CC)CCSc1nc(O)c(-c2ccccc2)c(=O)n1-c1ccccc1	-1.8	u	1.7%	0.2%	4.7%	-1.2%	2.2%	-28.1%	-3.8%	0.0%	6.1%
CCc1ccc(-c2nn(Cc3ccccc3)cc2/C=C/C(=O)O)cc1	-9.9	2.9%	-4.9%	-0.3%	-14.5%	6.1%	7.1%	1.3%	-3.5%	1.9%	4.8%
CC(C)(C)c1cc(C(=O)NNc2cc(C(F)(F)F)ccc2Cl)n(Cc2ccccc2)n1	-31.6	-53.2%[inhibitor]	-14.8%	0.9%	u	-3.4%	-5.5%	u	-6.6%	5.2%	1.4%
NS(=O)(=O)c1ccc(CNC(=O)CSc2ccccc2)cc1	2.8	30.8%	2.2%	-1.2%	u	-11.2%	-2.5%	4.3%	2.8%	0.7%	-3.7%
CCOC(=O)c1sc(C)c2c(=O)n(CC(=O)c3ccc(Br)cc3)nnc12	-17.0	24.1%	-20.5%	-0.9%	-8.7%	-4.9%[0.46 µM]	-2.7%	15.3%	-0.6%	-5.9%	-7.7%
COc1ccc(Cc2nc(C(=O)Nc3ccc(Cl)cc3)cs2)cc1	u	-8.9%	-3.8%	1.4%	-23.6%	0.5%	3.6%	u	5.0%	7.5%	9.9%
O=C(CSc1ccccc1)Nc1ccc(N2CCOCC2)cc1	-4.3	-51.7%[inhibitor]	1.9%	-6.9%	u	-10.8%	-10.0%	u	0.2%	-1.9%	x
COc1cccc(-c2noc(Cn3nc(C(=O)O)c4ccccc4c3=O)n2)c1	4.7	-16.4%	-26.4%	0.2%	-8.5%	-1.9%	u	2.4%	-6.7%	9.7%	-1.7%
COc1ccc(C(=O)COC(=O)C2CC3CCCC(C2)C3=O)cc1Br (configuration not stated)	6.3	-4.1%	-3.5%	-1.0%	1.1%	-3.8%	-14.9%	13.1%	4.4%	0.3%	-1.1%
COc1ccc(S(=O)(=O)N2CCCCC2)cc1NC(=O)c1[nH]c(C)c(C(C)=O)c1C	-4.9	x	-9.3%	-7.1%	u	7.6%	1.2%	u	4.6%	x	5.0%
CCOc1ccc(NC(=O)/C(=C\c2ccc(OC(C)=O)c(OC)c2)NC(C)=O)cc1	-0.5	-26.7%	13.5%	-1.4%	u	-2.1%	-0.6%	6.0%	-4.5%[46.1 µM]	-11.9%	-5.1%
COC1C(C)=C(C)C(=O)N1Cc1ccccc1 (configuration not stated)	1.4	41.6%	4.5%	1.7%	5.3%	1.7%	-8.4%	-4.0%	x	2.5%	14.6%
O=c1c2[nH]c3ccc(F)cc3c2nc2n1CCS2	-2.2	-24.0%	-2.9%	-2.8%	6.5%	0.2%	-9.8%	u	1.9%	-3.2%	-2.8%
O=C(c1nnc(-c2ccncc2)o1)c1ccccc1Cl	-8.9	-20.2%	3.1%	-2.4%	-1.1%	-1.5%	17.9%	-17.3%	0.3%	0.9%	11.0%
COc1ccc(NS(=O)(=O)c2ccc(C)c(NC(=O)CN3C(=O)NC4(CCCC4)C3=O)c2)cc1	0.9	-19.9%	1.7%	-6.1%	0.6%	u	3.4%	u	-0.9%	-2.2%	-1.6%
CCc1ccccc1OCCCN1CCCC1	-11.8	-9.4%	-1.3%	-3.0%	2.6%	-6.0%	-3.9%	-15.4%	-15.8%	0.9%	5.5%
O=C(NCc1cccnc1)c1cccc(NC(=O)c2ccco2)c1	9.5	38.3%	2.5%	-2.9%	-3.6%	16.7%	-0.8%	4.5%	8.4%[46.1 µM]	-2.0%	-5.5%
O=C(COc1ccc(Cl)cc1Br)Nc1ccncc1	-11.5	-18.6%	4.2%	-3.6%	u	-15.7%	-1.9%	u	0.6%	-3.3%	5.6%
COc1ccc(/C=C2\SC(N3CCc4ccccc4C3)=NC2=O)cc1	-1.1	-17.9%	-6.6%	-0.7%	2.7%	0.6%	-2.8%	-1.9%	-0.9%[46.1 µM]	u	4.0%
COCCNC(=S)N(CCc1c(C)[nH]c2ccc(C)cc12)Cc1cc(OC)c(OC)c(OC)c1	4.0	8.2%	-4.2%	-6.7%	-9.0%	0.0%	-4.5%	u	-16.8%	-3.6%	7.7%
Cn1c(C(=O)O)c(CC(=O)Nc2ccc3c(c2)OCCO3)c2ccccc21	-3.9	-18.5%	2.9%	-1.1%	11.3%	-4.2%	25.6%	u	1.4%	3.2%	3.8%
Cc1cccc(-[n+]2c(-c3cccc(Br)c3)[nH]c3nc4ccccc4nc32)c1	-5.7	-8.3%	53.0%	-3.9%	u	0.2%	0.9%	u	2.4%	1.5%	-1.4%
CCCN1C(=O)SC(CC(=O)Nc2ccc(Br)cc2)C1=O (configuration not stated)	-18.2	-46.4%[inhibitor]	-0.8%	-6.3%	-2.9%	-1.3%	-3.5%	16.9%	-0.4%	15.1%	6.9%
COc1cc(/C=C2/S/C(=N/S(=O)(=O)Cc3ccccc3)NC2=O)c([N+](=O)[O-])cc1OC	-16.1	29.0%	-2.9%	-1.4%	u	-1.3%	10.3%	-5.0%	-0.7%	-3.4%	-6.6%
CCOC(=O)N1CCC(N2C(=O)c3ccc(C(=O)Nc4ccc(F)cc4F)cc3C2=O)CC1	1.4	-9.1%	-0.2%	-1.8%	-2.8%	-13.1%	-1.7%	12.1%	-6.6%[46.1 µM]	-6.4%	3.2%
COc1ccccc1/C=C/C=N/NC(=O)CCC1C(=O)NN=C1C (configuration not stated)	-4.9	6.0%	1.7%	-8.4%	u	4.5%	-0.3%	9.8%	-0.4%[46.1 µM]	-1.7%	0.2%
Cc1ccc(/C=N/NC(=O)CSc2nnc(-c3ccc(Cl)cc3)n2-c2ccc(Cl)cc2)o1	-0.2	12.1%	-2.1%	-7.0%	1.5%	5.2%	-2.0%	u	8.7%[46.1 µM]	-0.4%	-8.6%
COc1cccc(C=N[C@@H](CO)[C@@H](O)c2ccc([N+](=O)[O-])cc2)c1O	-0.2	1.8%	0.8%	-5.1%	-11.7%	-7.4%	2.9%	3.7%	-4.9%	-20.0%	12.2%
Cc1cccc(NC(=O)CNC(=O)COc2cc(F)ccc2[N+](=O)[O-])c1C	-2.3	-12.3%	11.2%	-2.6%	1.7%	-1.2%	10.8%	-18.2%	-7.3%	-0.8%	-7.2%
CCOC(=O)N1CCN(c2c(NCCCOC(C)C)c(=O)c2=O)CC1	4.5	12.4%	2.5%	1.2%	4.6%	-5.0%	9.9%	2.5%	1.7%	-0.5%	-4.0%
O=c1oc(-c2ccccc2)nc2c1C1(CCCCC1)Cc1ccccc1-2	18.5	0.0%	6.6%	-3.7%	-1.8%	1.4%	10.1%	1.4%	0.1%	-3.5%	-2.2%
CCCCCCn1c(O)c(/C=C2\C=NN=C2c2ccccc2)sc1=S	38.1	-56.6%[inhibitor]	-28.2%	0.0%	2.7%	1.9%	-7.8%	-0.3%	1.3%[46.1 µM]	0.5%	x
COc1ccc(CCNC(=O)Cn2nnc(C(=O)Nc3cccc(C)c3C)c2N)cc1OC	-6.4	16.5%	2.0%	-3.9%	-6.0%	3.8%	6.8%	-5.1%	-1.3%	-11.4%	0.0%
S=C(NC1CCCCC1)N1CCOCCOCCN(C(=S)NC2CCCCC2)CCOCCOCC1	-6.2	-5.0%	9.8%	-3.0%	2.2%	-1.5%	-1.7%	18.3µM*	1.8%	8.8%	1.4%

Bioassay records as filed in PubChem.
